# Source: PubChem BioAssay (several laboratories)
# HIV peptide binding: inhibitors of HIV fusion peptide binding, primary screen, biochemical, uHTS, fluorescence dequenching (AID 1986). actives 0.3% (n = 290,000). cell-free peptide binding, fluorescence dequenching, 30 min; higher % means a stronger effect. inhibition, % at 20 µM, or IC50 in µM where a hit was titrated; in the data active = inhibition mostly above about 52%, no sharp cut-off; inactive = mostly below about 76%; note: some results filed as inactive read as strong as hits
# Myeloid diff 2: myeloid differentiation induction; calls only at 10 µM; AID 624256; actives 1% (n = 360,000); ER-HoxA9 myeloid progenitors, lysozyme-GFP differentiation, flow cytometry;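 active = normalized GFP-positive differentiation at or above the plate's own cutoff, the solvent-only control mean plus 3 SD; inconclusive = no clear call, values can overlap the other calls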;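 note: cells exposed to compound for four days before flow analysis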
# Dengue-2 NS5 capping: flavivirus cap methylation enzyme inhibition – biochemical, confirmation dose response, primary screen (AID 588689); Dengue-2 NS5 methyltransferase capping enzyme assay, biochemical; higher % means a stronger effect; one-dose inhibition, % at 25 µM; IC50 in µM for titrated hits; actives 0.3% (n = 340,000); in the data active = a potency from the dose series; inconclusive = inhibition above about 29% without an active follow-up result
# Lipid droplet: hepatic lipid droplet formation modulation; AML12 mouse hepatocytes, oleate lipid droplets, BODIPY imaging; actives 0.4% (n = 240,000); AID 1656; inhibition, % at 6.5 µM;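 active = lipid droplet intensity inhibited by at least 50%, with more than 500 cells counted; inconclusive = wells with under 300 cells, treated as cytotoxic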
#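 Assay system: AML12 mouse liver cells | Compound: 6.5 µM single-point dosing | Schedule: Overnight exposure | Technique: Fluorescence imaging, 20x objective, two fields per well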
# NOD2 inhibition: NOD2 signaling inhibitors, cell-based, luminescence, uHTS, HEK293 (AID 1566); inhibition, % at 4 µM, or EC50 in µM where a hit was titrated; HEK293 NOD2/NF-kB luciferase reporter, luminescence; higher % means a stronger effect; actives 0.63% (n = 290,000); note: many of its hits are not listed in these tables
# SIAH1 antagonists: Siah-1 peptide-binding antagonists, primary screen, biochemical, fluorescence polarization, rhodamine-plectin, uHTS (AID 1817) | Siah-1 / rhodamine-plectin peptide fluorescence polarization; higher % means a stronger effect | one-dose displacement, % at 20 µM; IC50 in µM for titrated hits | actives 0.02% (n = 290,000);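 active = displacement of at least 50% at 20 µM, with a fluorescence ratio check between 0.3 and a set limit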;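 note: plate controls were Siah plus tracer with DMSO for no effect and tracer alone without Siah for full effect; strong numbers were not always called active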
# XIAP antagonists: XIAP antagonists, biochemical, IAP family, fluorescence polarization (AID 1018); XIAP BIR domain, fluorescence polarization peptide displacement; higher % means a stronger effect; displacement, % at 20 µM; hits with a dose series show IC50 in µM; actives 0.007% (n = 200,000); in the data active = displacement above about 50%; note: a part of the inactive calls stands beside numbers as strong as those of hits
# LYP inhibition: PTPN22 lymphoid phosphatase activity blockers – biochemical, fluorescence intensity, uHTS (AID 1779) | inhibition, % at 11.5 µM, or IC50 in µM where a hit was titrated | actives 0.054% (n = 290,000) | recombinant LYP phosphatase, fluorescence intensity; higher % means a stronger effect;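 note: plate controls were vehicle with enzyme for no effect and no enzyme for full effect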
# AID2073: disruptors of CaV2.2 binding to Mint1 – biochemical, HTRF (AID 2073) | HTRF protein-protein interaction, Mint1-CaV2.2; higher % means a stronger effect | inhibition, % at 20 µM; hits with a dose series show IC50 in µM | actives 0.19% (n = 290,000); in the data active = inhibition mostly above about 51%, no sharp cut-off; inconclusive = no clear call, values can overlap the other calls; inactive = mostly below about 53%; note: some results filed as inactive read as strong as hits
# Lipid droplet cells 6.5 µM: second read-out of Lipid droplet, no call of its own (marks repeat the call); cell count; measured here: cell count, cytotoxicity flag;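 cells counted across two imaged fields per well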
# Dengue-2 NS5 capping pilot replicate: also measured in Dengue-2 NS5 capping; calls as there; inhibition, %; measured here: pilot screen replicate inhibition
# Myeloid diff 2 GFP+ MAC1+ %: also measured in Myeloid diff 2; calls as there; GFP+ MAC1+ double positive, %; measured here: differentiation confirmed by MAC1 staining
# * hit, by the source's call; i = inactive; ? = inconclusive; · = not tested or not shown; + = active, no number. Cut-off read from the data, not from the text of the source, unless noted: active = inhibition above about 50%; inactive = the rest. A portion of the library; rates above refer to the full screens.
SMILES,HIV peptide binding,Myeloid diff 2,Myeloid diff 2 GFP+ MAC1+ %,Dengue-2 NS5 capping,Lipid droplet,Lipid droplet cells 6.5 µM,NOD2 inhibition,SIAH1 antagonists,XIAP antagonists,LYP inhibition,AID2073,others
Cn1c(SCC(=O)NCc2cccs2)nnc1-c1ccco1,1.3%,i,7.1,-6%,8,731,12%,-2%,1.6%,-7%,-1%,
NC(=O)Cn1cc(/C=N\NS(=O)(=O)c2cccc([N+](=O)[O-])c2)c2ccccc21,1.7%,i,0.8,0%,2,847,-4%,0%,·,3%,8%,
O=C(C1=C(O)C(=O)N(CC2CCCO2)C1c1ccccc1[N+](=O)[O-])c1ccco1 (configuration not stated),-0.2%,i,0.8,26%,15,818,9%,7%,·,-6%,-5%,
CCCCn1c2nc3ccccc3nc2c2c(=N)oc(C)nc21,-2.5%,i,6.7,-3%,·,·,15%,4%,-4.7%,-12%,26%,
CCOC(=O)C(NC(=O)CC(C)C)(Nc1sc2c(c1C(N)=O)CCCC2)C(F)(F)F (configuration not stated),-0.1%,i,0.6,5%,-12,731,-3%,1%,-1.5%,-4%,-16%,
COc1ccc(NC(=O)c2cccc(OS(=O)(=O)N(C)C)c2)cc1,-0.6%,i,0.2,·,1,350,-83%,-1%,-6.6%,-5%,-3%,
CCOc1ccc(NC(=O)c2ccc(C#CC(C)(C)O)cc2)cc1,1.8%,i,6.5,5%,14,687,3%,-3%,0.1%,1%,-2%,
CCOc1ccccc1CNn1nnnc1N,-1.7%,+,87*,-6%,6,701,4%,1%,-3.4%,-7%,-11%,
CCOC(=O)Cc1csc(N/N=C/c2cccc([N+](=O)[O-])c2)n1,-2.5%,i,0.4,1%,-16,735,-17%,-1%,·,-10%,15%,
COc1ccc2nc(Cl)c(C#N)cc2c1,-1.1%,i,0.1,-7%,-1,642,17%,0%,-2.7%,-2%,9%,
COc1cccc(-c2noc(-c3cccnc3)n2)c1,-0.4%,i,0.6,-5%,·,·,-95%,2%,1.4%,-5%,-5%,
CS(=O)(=O)N1CCN(C(=O)CCC2CCCC2)CC1,-2.5%,i,1.2,-5%,·,·,5%,-5%,-1.2%,-17%,-5%,
CCN(CC)c1ccc(NC(=S)NCC2CCCO2)cc1 (configuration not stated),-2.3%,i,0.9,-5%,-15,641,-30%,2%,-11%,7%,-19%,
CC1=C(C(=O)Nc2ccccc2F)C(c2cccs2)C2=C(CCCC2=O)N1 (configuration not stated),-2.1%,i,0.4,-5%,2,725,-12%,-8%,-3.1%,1%,-9%,
O=C(N/C(=C/c1cccs1)C(=O)N1CCOCC1)c1cccs1,2.0%,i,0.6,-5%,0,553,-6%,4%,-3.0%,-7%,2%,
CCc1c(C)sc(NC(=O)c2cc(C(C)C)on2)c1C#N,4.9%,i,0.3,-4%,17,760,19%,25%,-2.4%,-6%,11%,
CCOC(=O)c1cc(Br)c(=O)n2ccccc12,-2.0%,i,0.6,6%,·,·,3%,1%,-2.4%,-4%,10%,
COc1ccc(C(OC(=O)c2ccco2)C(=O)NC(C)(C)C)cc1 (configuration not stated),-0.1%,i,0.4,-2%,0,701,14%,-1%,-5.5%,-6%,4%,
Fc1ccc(-c2csc(-c3ccc(C4SCCS4)cc3)n2)cc1F,2.8%,i,0.1,2%,12,657,19%,2%,·,38%,6%,
COc1ccccc1C(=O)N/C(=C\c1cn(S(=O)(=O)N(C)C)c2ccccc12)C(=O)NCCN1CCOCC1,-0.9%,i,1.9,6%,-3,663,39%,3%,·,-5%,-6%,
CCCC(=O)Nc1ccc2oc(-c3cccnc3)nc2c1,2.0%,i,1.1,2%,-1,685,5%,0%,1.1%,-26%,36%,
CC(=O)c1cc2c(cc1NC(=O)CCn1cccc1)OCO2,0.9%,i,0.8,-1%,·,·,10%,3%,-2.5%,0%,0%,
COCc1nnc(NC(=O)c2ccc(Cl)cc2[N+](=O)[O-])s1,3.0%,i,0.5,-3%,15,651,1%,-1%,-3.1%,2%,-19%,
O=CN1CCN(C(=O)c2cccc([N+](=O)[O-])c2)CC1,1.6%,i,0.7,-7%,5,823,-2%,1%,·,-2%,15%,Dengue-2 NS5 capping pilot replicate=-3.0
CCCCCCCc1nc2sc3c(c2c(=O)n1N)CC(C)(C)OC3,-0.8%,i,0.2,-3%,-10,736,8%,0%,·,0%,30%,
CCOc1ccccc1NC(=O)CCCNC(=O)Cn1cnc2sc(C)c(C)c2c1=O,-1.0%,?,·,-2%,59*,801*,9%,6%,·,-3%,4%,
COc1ccc(CNC(=O)C(NS(=O)(=O)c2ccc3c(c2)CCCN3C(C)=O)C(C)C)cc1 (configuration not stated),4.2%,i,2.3,-1%,·,·,10%,1%,-1.2%,-4%,1%,
O=C(Nc1ccccc1C(F)(F)F)N1CCCC(O)C1 (configuration not stated),-1.2%,i,1.2,4%,·,·,0%,1%,-1.4%,-3%,-8%,
Cc1ccc(-c2ccc(C(=O)O)[nH]2)cc1,-2.3%,i,2.5,-7%,·,·,-44%,4%,-8.9%,-5%,0%,
O=C(CSc1nc2ccccc2nc1N1CCCC1)Nc1ccc(Cl)cc1,-0.7%,i,3.3,1%,8,736,3%,8%,·,-8%,21%,
COc1ccc(C2=NN(C(=O)CSC3=NN4CCCC(=O)N=C4S3)C(c3cccc(OC)c3OC)C2)cc1 (configuration not stated),0.7%,i,5.7,-1%,-4,699,18%,8%,-3.3%,5%,-3%,
CCCc1c(C(=O)Nc2ccc(F)cc2)cnn1-c1ccccc1,0.0%,i,0.4,-1%,4,635,-22%,-3%,·,-3%,-1%,
CCN(CC)C(CNS(=O)(=O)c1ccc(Cl)cc1)c1ccccc1 (configuration not stated),-2.7%,i,0.2,-6%,0,699,12%,1%,-8.0%,-3%,-7%,
C=CCOC(=O)C1=C(C)NC(C)=C(C(=O)OCC=C)C1/C=C/c1ccccc1,-1.5%,i,0.8,-2%,3,644,-1%,0%,-1.7%,8%,15%,
O=C(CNC(=O)c1nc[nH]c1C(=O)N1CCN(c2ccccc2)CC1)OCc1ccccc1,1.0%,i,2.0,-6%,-2,780,-6%,-4%,·,-12%,11%,
CCc1ccc(CN2CCN(C(=O)c3ccco3)CC2)cc1,3.3%,i,0.9,-4%,0,820,12%,4%,·,-7%,5%,
O=[N+]([O-])c1cc(S(=O)(=O)Nc2ccccc2)ccc1N1CCN(c2ccccc2)CC1,2.2%,i,0.4,-10%,-21,683,11%,4%,-3.4%,3%,12%,
CCOC(=O)N1CCN(c2nc(C)c3c(n2)CCCC3=O)CC1,-0.2%,i,1.7,2%,10,701,-10%,2%,-1.8%,2%,5%,
Cc1cc(C)c(S(=O)(=O)Nc2ccnc(-c3cccnc3)n2)c(C)c1,0.6%,i,0.7,-2%,-1,694,-2%,-4%,-3.9%,2%,24%,
NC(=O)N/N=C/c1c(F)cccc1F,-1.2%,i,0.6,-1%,-6,681,11%,4%,-12%,-11%,5%,
O=S(=O)(NCc1csc(-c2cccs2)n1)c1cccc(C(F)(F)F)c1,0.9%,i,0.4,-5%,·,·,14%,4%,·,-3%,-2%,
O=C1C(Cc2cccc([N+](=O)[O-])c2)S/C(=N/N=C/c2ccco2)N1c1ccccc1 (configuration not stated),11%,i,0.8,-6%,-1,470,6%,22%,-4.0%,3%,24%,
Fc1cc2[nH]cnc2cc1Cl,-0.3%,i,1.1,8%,7,712,21%,16%,·,-6%,0%,
CCCN(CCC)C(=O)c1cc2c(=O)n3cccc(C)c3nc2s1,0.8%,i,0.8,-3%,5,414,12%,-3%,·,-1%,16%,
Cc1c(-c2ccccc2)nc(N)c(C#N)c1-c1cccnc1,0.9%,i,0.4,-10%,-7,728,4%,9%,·,-6%,6%,
Cc1ccc(S(=O)(=O)Nc2ccccn2)cc1[N+](=O)[O-],-1.0%,i,0.0,·,-4,659,7%,-2%,-7.3%,-1%,-3%,
Cc1ccc(NC(=O)CN(C)C(=O)CSc2nc3ccccc3c(=O)n2Cc2ccco2)cc1,8.2%,i,1.5,-7%,·,·,15%,6%,-6.3%,-4%,-20%,
COCC(=O)N1CCC(Oc2ccc(C(=O)N3C[C@@H](C)O[C@@H](C)C3)cc2)CC1,-0.8%,i,2.9,-7%,5,706,5%,4%,·,-4%,0%,
Cc1ccc(C(=O)Nc2cccnc2)cc1S(=O)(=O)N1CCOCC1,-3.6%,i,0.6,1%,-15,772,-5%,2%,0.5%,-6%,-6%,
COc1cc(C)c(S(=O)(=O)n2ccc(C)n2)cc1C,1.4%,i,1.1,-2%,-22,737,6%,0%,-6.2%,3%,-2%,

# (more compounds)
SMILES,HIV peptide binding,Myeloid diff 2,Myeloid diff 2 GFP+ MAC1+ %,Dengue-2 NS5 capping,Lipid droplet,Lipid droplet cells 6.5 µM,NOD2 inhibition,SIAH1 antagonists,XIAP antagonists,LYP inhibition,AID2073,others
CN1C(C(=O)NCc2ccc(OC(F)(F)F)cc2)CC2Cn3c(nc4cc(Cl)c(Cl)cc43)C21 (configuration not stated),-0.9%,i,1.0,-4%,31,751,-2%,-6%,·,-1%,1%,
C=CCNC(=O)NC(=O)CSc1nnc(C(F)(F)F)n1C,-3.3%,i,0.5,-12%,6,703,0%,4%,-5.3%,-9%,-9%,
O=C(CN1CCC(NC(=O)c2ccccc2Cl)CC1)NCc1ccccc1,1.2%,i,0.3,-2%,15,801,-12%,10%,·,-5%,-6%,
CCCCNC(=O)CN1C(=O)c2cccc(N)c2C1=O,7.2%,i,0.6,26%,23,716,12%,-9%,-2.0%,-10%,31%,
O=C(NCC1CCCO1)c1ccc(Br)o1 (configuration not stated),2.6%,i,1.1,-5%,17,667,18%,-3%,-6.2%,-2%,0%,
COc1cccc(NS(=O)(=O)c2ccc(-c3coc(C)n3)cc2)c1,-0.1%,i,8.8,2%,3,761,35%,6%,·,-10%,-8%,
O=C(Cc1cn2ccsc2n1)Nc1ccccn1,1.8%,i,0.7,-5%,·,·,13%,4%,-5.5%,6%,4%,

# Arranged by SMILES length (descending): part of the list above.
SMILES,HIV peptide binding,Myeloid diff 2,Myeloid diff 2 GFP+ MAC1+ %,Dengue-2 NS5 capping,Lipid droplet,Lipid droplet cells 6.5 µM,NOD2 inhibition,SIAH1 antagonists,XIAP antagonists,LYP inhibition,AID2073,others
CN1C(C(=O)NCc2ccc(OC(F)(F)F)cc2)CC2Cn3c(nc4cc(Cl)c(Cl)cc43)C21 (configuration not stated),-0.9%,i,1.0,-4%,31,751,-2%,-6%,·,-1%,1%,
O=C(CN1CCC(NC(=O)c2ccccc2Cl)CC1)NCc1ccccc1,1.2%,i,0.3,-2%,15,801,-12%,10%,·,-5%,-6%,
CCCCNC(=O)CN1C(=O)c2cccc(N)c2C1=O,7.2%,i,0.6,26%,23,716,12%,-9%,-2.0%,-10%,31%,
O=C(NCC1CCCO1)c1ccc(Br)o1 (configuration not stated),2.6%,i,1.1,-5%,17,667,18%,-3%,-6.2%,-2%,0%,
